TEAD-YAP block – TEAD-YAP interaction inhibition; inhibition, % at 9.12 µM; AID 1259422; 640,000 compounds, 1.4% hits; HEK-TIYL cells, TEAD-Gal4/YAP UAS-luciferase luminescence; in the data active means inhibition above about 32%;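 further: 0% = median of test compound wells and 100% = reference inhibitor wells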
FBW7 activator – activators of human E3 ligase FBW7 | Q969H0 | AlphaScreen FBW7–phospho-cyclin E peptide binding, activator screen | normalized activity (activation), % at 26.1 µM | 650,000 compounds, 0.13% hits | AID 1259310; in the data active means normalized activity above about 1.9%;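 further: purified mutant Fbw7 with reduced substrate affinity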
Target sequence (Q969H0 whole entry, looked up): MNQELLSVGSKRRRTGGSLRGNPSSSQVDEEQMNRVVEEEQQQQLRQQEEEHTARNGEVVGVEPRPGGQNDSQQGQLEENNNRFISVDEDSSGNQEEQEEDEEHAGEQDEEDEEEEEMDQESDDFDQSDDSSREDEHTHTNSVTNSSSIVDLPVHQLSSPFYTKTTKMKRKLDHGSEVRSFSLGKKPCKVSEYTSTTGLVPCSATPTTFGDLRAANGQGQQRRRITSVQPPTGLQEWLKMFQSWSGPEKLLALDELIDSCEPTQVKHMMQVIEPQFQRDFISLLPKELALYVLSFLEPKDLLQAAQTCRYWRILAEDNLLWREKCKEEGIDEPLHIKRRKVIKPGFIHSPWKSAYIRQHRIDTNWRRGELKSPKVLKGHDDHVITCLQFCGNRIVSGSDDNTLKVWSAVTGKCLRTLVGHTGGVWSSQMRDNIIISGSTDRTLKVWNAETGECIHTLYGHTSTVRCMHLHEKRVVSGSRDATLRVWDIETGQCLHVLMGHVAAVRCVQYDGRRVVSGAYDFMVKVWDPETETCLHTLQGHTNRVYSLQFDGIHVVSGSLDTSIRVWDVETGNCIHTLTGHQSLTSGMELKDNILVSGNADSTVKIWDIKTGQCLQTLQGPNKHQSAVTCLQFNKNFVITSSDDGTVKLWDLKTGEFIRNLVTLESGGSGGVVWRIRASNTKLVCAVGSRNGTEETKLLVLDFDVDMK
MITF primary – inhibitors of human MITF. inhibition, % at 2.6 µM. AID 1259374. AlphaScreen MITF homodimerization, bead proximity signal. 650,000 compounds, 0.91% hits; in the data active means inhibition above about 50%;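 further: 0% = vehicle wells with protein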
GPR151 activ – activators of human GPR151 | Q8TDV0 | 650,000 compounds, 1% hits | AID 1508602 | PathHunter beta-arrestin GPR151 cells, luminescence | activation, % at 11.2 µM; in the data active means activation above about 4.9%;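 further: 0% = median of compound wells and 100% = cells with positive control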
Target sequence (Q8TDV0 whole entry, looked up): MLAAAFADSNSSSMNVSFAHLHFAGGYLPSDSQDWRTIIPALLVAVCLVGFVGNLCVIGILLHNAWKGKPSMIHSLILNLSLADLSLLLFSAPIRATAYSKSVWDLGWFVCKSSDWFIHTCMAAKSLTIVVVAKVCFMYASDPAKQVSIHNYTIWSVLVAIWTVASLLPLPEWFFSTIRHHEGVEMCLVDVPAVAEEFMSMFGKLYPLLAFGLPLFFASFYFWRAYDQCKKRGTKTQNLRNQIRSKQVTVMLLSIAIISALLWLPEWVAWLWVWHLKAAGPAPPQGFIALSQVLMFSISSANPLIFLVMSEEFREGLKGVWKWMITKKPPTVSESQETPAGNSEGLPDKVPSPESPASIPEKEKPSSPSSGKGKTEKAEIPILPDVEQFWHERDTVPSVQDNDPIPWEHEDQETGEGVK
* marks the source's active call; other numbers are inactive results. Random draw from the library; about 3.4% have a hit in one of these screens.

SMILES | TEAD-YAP block | FBW7 activator | MITF primary | GPR151 activ
O=C(CN1C(=O)NC2(CCc3ccccc32)C1=O)Nc1ccc(N2CCOCC2)cc1 (stereo not given) | 5.8 | -0.2 | 2.5 | 1.5
NC(=O)C(Cc1ccccc1)NC(=O)C12CC3CC(CC(C3)C1)C2 (stereo not given) | 2.5 | -0.2 | -5.5 | 0.5
Cc1cccn2c(=O)c(/C=C(\C#N)C(=O)NCC3CCCO3)c(Oc3ccccc3F)nc12 (stereo not given) | 4.6 | 0.1 | -7.3 | -2.1
Cn1cnnc1SCC(=O)Nc1ccc(F)c(F)c1F | 22.6 | -0.1 | -5.5 | -1.0
CCOC(=O)C1CCN(S(=O)(=O)c2ccc(F)c(C(=O)Nc3ccc(Br)cc3F)c2)CC1 | 2.7 | 0.0 | 0.4 | 0.2
Cc1ccc2cc(C#N)c(N3CCCN(S(=O)(=O)c4ccc(F)cc4)CC3)nc2c1C | 1.1 | 0.7 | 16.2 | -1.6
CC(=O)Nc1ccc(Nc2cc(-c3ccc(C(N)=O)cc3)ncn2)cc1 | 10.2 | -0.1 | 7.4 | -0.5
CC12CCC3c4ccc(O)c(Br)c4CCC3C1CCC2=O (stereo not given) | -4.2 | 0.1 | 2.3 | 1.3
CCN(CC)C(=O)CSc1nc2ccccc2n1S(=O)(=O)c1ccc(Cl)cc1 | -7.9 | -0.1 | 9.3 | -0.5
c1ccc(-n2cc(-c3ccnc4ccccc34)cn2)cc1 | -27.0 | 0.2 | 26.9 | -1.9
OCCNCCCCOc1ccc(Cl)cc1 | 3.0 | -0.1 | -4.0 | 2.2
Cc1cccc(NC(=O)C2CCCN(c3nnc(N4CCCC4=O)s3)C2)c1C (stereo not given) | 1.1 | -0.2 | 0.3 | 0.4
COc1cccc(C(=O)Nc2nc3c(OC)cccc3s2)c1OC | -23.9 | 0.1 | 4.9 | -0.1
Cc1ccc(CN2CCc3nnc(CNC(=O)C4CCC(=O)N4)n3CC2)cc1C (stereo not given) | -3.4 | 0.0 | -8.2 | -0.8
COc1ccc(NC(=O)NC2(C(=O)N3CCN(C)CC3)CCCCC2)cc1 | -7.4 | 0.2 | 3.1 | -1.3

Profiles as entered above.
Cc1cccn2c(=O)c(/C=C(\C#N)C(=O)NCC3CCCO3)c(Oc3ccccc3F)nc12 (stereo not given) reads TEAD-YAP block: 4.6; FBW7 activator: 0.1; MITF primary: -7.3; GPR151 activ: -2.1
Cn1cnnc1SCC(=O)Nc1ccc(F)c(F)c1F reads TEAD-YAP block: 22.6; FBW7 activator: -0.1; MITF primary: -5.5; GPR151 activ: -1.0

More results follow:
SMILES | TEAD-YAP block | FBW7 activator | MITF primary | GPR151 activ
Cc1ccc(OCC(=O)N2CCc3ccccc32)c([N+](=O)[O-])n1 | -5.2 | -0.1 | 4.8 | -0.7
CCOC(=O)C1=C(C)NC(=O)C1CC(=O)Nc1ccccc1 (stereo not given) | -1.8 | -0.5 | 8.8 | 0.3
COc1ccc(OC)c(C(C[N+](=O)[O-])c2c(C)cc3ccccn23)c1 (stereo not given) | 7.0 | -0.1 | 2.1 | -0.1
CCc1c(C)nc2ccccc2c1Cl | 1.9 | -0.2 | -14.1 | -0.1
CCCCOC(=O)c1cccc(NC(=O)c2ccc(Cl)cc2Cl)c1 | -43.3 | 0.0 | -4.2 | 0.0
CCn1c(SCC(=O)N2CCCCC2C)nnc1-c1ccco1 (stereo not given) | -5.1 | -0.1 | 15.8 | -0.7
C=CCNc1cc(-c2ccccc2)nc(-c2ccccn2)n1 | 87.6* | -0.9 | 13.4 | -0.3
CC1(c2nc(-c3ccc(C(F)(F)F)cc3)no2)Oc2ccccc2NC1=O (stereo not given) | 12.5 | 0.4 | -9.8 | 1.0
Nc1nc(SCC(=O)NC2CCCCC2)nc2sc3c(c12)CCCC3 | 53.4* | 0.6 | 7.0 | -1.9
Cc1nn(CC(=O)N2CCN(C)CC2)c(=O)c2cccn12 | 0.6 | -0.3 | -0.2 | 2.8
C/C(CCc1ccc2c(c1)OCO2)=N\NC(=O)c1ccccc1Br | -11.5 | 0.0 | -7.7 | -1.0
Cc1cccc(NC(=O)CNC(=O)C2CCCCC2)c1C | -10.9 | 0.9 | 7.5 | -0.9
COc1cc2c(-c3ccccc3)c(C)oc2cc1CN1CCN(c2ncccn2)CC1 | 3.8 | -0.5 | 4.7 | 0.6
c1ccc(CNc2ccnc(Oc3ccccc3)n2)cc1 | 13.7 | -0.1 | 3.9 | 1.3
CC(=O)Oc1ccc(CN2CCc3c(nc(N4CC(C)OC(C)C4)[nH]c3=O)C2)cc1 (stereo not given) | -5.8 | 0.1 | -0.2 | 0.0
O=c1c2cc(Br)ccc2[nH]c(=S)n1Cc1ccccc1Cl | -5.7 | 0.0 | -2.7 | -1.8
COCC(=O)N(C)C(Cc1ccc(F)cc1)C1CCN(C(=O)Cn2nc(C)nc2C)CC1 (stereo not given) | 1.3 | -0.1 | 0.5 | 0.1
Cc1ccc(S(=O)(=O)C(C#N)=C2N(C)c3ccccc3N2C)cc1 | -5.1 | 0.0 | 0.8 | -0.8
O=C(CSc1nnc(-c2cccc(Br)c2)o1)NC1CCCCC1 | -2.9 | 0.3 | 15.9 | 0.0
CCc1ccc2[nH]c(=O)c(CN(Cc3ccco3)Cc3nnnn3CCOC)cc2c1 | 5.1 | 0.0 | 4.3 | 1.0
CCS(=O)(=O)c1ncc(Cl)c(C(=O)Nc2ccccc2OC)n1 | 2.9 | 0.0 | -9.2 | 0.5
O=C(CN(Cc1ccccc1)C1=NCCS1)c1ccccc1 | 6.9 | 0.1 | -3.9 | 1.3
CCOC(=O)C1=C(O)/C(=C/c2cccc(OC)c2)SC1=Nc1ccccc1 | -2.7 | -0.3 | -5.0 | 2.2
CCOC(=O)c1sc2nc(CN3CCOCC3)[nH]c(=O)c2c1C | 9.4 | 0.5 | 8.3 | -1.0
COc1ccc(C)cc1N(CC(=O)N1CCC(C(N)=O)CC1)S(C)(=O)=O | -10.3 | 0.7 | -1.1 | 0.6
O=C(NC1CCCCC1)c1ccccc1NC(=O)C1CCCCC1C(=O)O (stereo not given) | -16.1 | 0.1 | 1.6 | -0.3
Cc1ccc(C(N)CCc2ccco2)cc1C (stereo not given) | -1.7 | 0.3 | 4.0 | -0.7
CCc1c(C)sc(NC(=O)c2c(-c3ccccc3Cl)noc2C)c1C(=O)OC(C)C | -6.6 | -0.1 | -7.4 | 0.0
CC(C)(C)CN1CCN(Cc2ccc(OCCO)cc2)CC1CCO (stereo not given) | 0.1 | -0.2 | -16.4 | 0.1
O=[N+]([O-])c1cccc(/C=C/c2nc(C=Nc3ccc4ccccc4c3)c(O)o2)c1 | -8.6 | -0.1 | 4.2 | -0.9

Some entries already given, reduced to MITF primary.
structure	MITF primary
Cc1ccc(S(=O)(=O)C(C#N)=C2N(C)c3ccccc3N2C)cc1	0.8
O=C(CSc1nnc(-c2cccc(Br)c2)o1)NC1CCCCC1	15.9

A few values from the results shown.
Reading of COc1ccc(NC(=O)NC2(C(=O)N3CCN(C)CC3)CCCCC2)cc1 under FBW7 activator: 0.2
Reading of Cc1cccn2c(=O)c(/C=C(\C#N)C(=O)NCC3CCCO3)c(Oc3ccccc3F)nc12 (stereo not given) under GPR151 activ: -2.1

Later entries:
SMILES | TEAD-YAP block | FBW7 activator | MITF primary | GPR151 activ
Cc1nc2c3ccccc3nc(NNC(=O)CCC(=O)NCc3ccc(F)cc3)n2n1 | 5.4 | -0.1 | -9.6 | 1.3
CN(C(=O)c1ccco1)c1ccccc1C(=O)NCc1ccccc1 | -5.7 | -0.1 | -1.2 | 1.6
Cc1ccc2c(c1)cc(CN(Cc1cccnc1)C(=O)Nc1ccccc1C)c1nnnn12 | 3.0 | 0.1 | -9.9 | 0.7
Cc1sc(NC(=O)C(C)(C)C)c(C(N)=O)c1C | 10.9 | 0.7 | 15.2 | -1.4
CCCC1CCc2c(sc(NC(=O)c3c(-c4c(Cl)cccc4Cl)noc3C)c2C(N)=O)C1 (stereo not given) | 4.0 | -0.1 | 3.1 | 0.4
CCN1CCN(c2ncc(C(=O)Nc3cccc(Cl)c3)c3ccccc23)CC1 | -8.9 | 0.8 | 12.1 | 0.1
O=C(CSc1ccc2nnc(-c3ccc(F)cc3)n2n1)NC1CCCC1 | -4.8 | 0.1 | -9.4 | -0.6
CCNC(=O)CNC(=O)COc1ccccc1 | 5.2 | 0.0 | 9.5 | -1.5
O=C(NCCCN1CCN(c2ccccc2)CC1)NC1CCCCC1 | 7.6 | -0.1 | -2.3 | -0.1
Cc1ccccc1OCCn1cc(/C=C(\C#N)C(N)=O)c2ccccc21 | 10.2 | 0.0 | 21.3 | -0.4
CC(C)(C)CNC(=O)c1cnc2ccccn12 | -3.5 | 0.5 | 15.5 | -0.7
O=S(=O)(NCCc1ccccc1)c1cccc(S(=O)(=O)N2CCOCC2)c1 | 4.8 | -0.1 | 4.4 | -0.1
COC(=O)c1ccc(Cn2c(-c3nnc(CC(C)C)o3)cc3ccccc32)o1 | -27.7 | -0.1 | 23.4 | 0.7
COc1cccc(-c2cc(C(=O)NCCCN3CCOCC3)no2)c1 | -8.4 | 0.0 | 6.0 | -0.3
CCC(=O)N1CCc2cc(Br)cc(S(=O)(=O)N(C)CC(OC)OC)c21 | 10.7 | -0.1 | -7.6 | -0.8
COc1cc(C2NC(=O)NC(C)=C2C(=O)Nc2ccccc2)cc(Cl)c1O (stereo not given) | -3.2 | 0.1 | 2.5 | 0.4
CC(=O)N1CCN(c2ncc(Cl)cc2Cl)CC1 | -3.8 | 0.3 | 22.5 | -1.5
Cc1cccc(-n2ccnc2[C@@H]2C[C@H]3CN(Cc4cccnc4)C(=O)[C@]34CCCN24)c1 | -3.8 | 0.0 | -3.0 | -1.6
O=C(NCCc1ccccc1)c1nn2c(C(F)(F)F)cc(-c3ccc(Cl)cc3)nc2c1Cl | -4.3 | 0.4 | 7.2 | -0.6
COc1ccc(Br)cc1CNC(=O)Cn1nc(C)n2c(cc3occc32)c1=O | -4.1 | -0.2 | 4.8 | 0.7
COc1ccc(/C=N/NC(=O)CC(=O)NCc2cccnc2)cc1[N+](=O)[O-] | -3.1 | 0.1 | 8.0 | 2.0
COc1ccc(C(=O)COC(=O)CCC(=O)Nc2cccc(Cl)c2Cl)cc1 | -4.5 | -0.1 | 3.6 | 3.4
C=CCN1C(=O)/C(=C/c2c(NCC3CCCO3)nc3ccccn3c2=O)SC1=S (stereo not given) | 4.6 | -0.3 | -0.9 | -1.4
COc1ccc(Cn2c(C(=O)O)c(CNCc3ccc4c(c3)OCO4)c3ccccc32)cc1 | 11.0 | -0.1 | 15.1 | 0.7
CCCOCC(COC(c1ccccc1)(c1ccccc1)c1ccccc1)OCCC (stereo not given) | 2.1 | 0.0 | 2.0 | 2.5
CC(Oc1ccc(Br)cc1)c1nn2c(=O)c3ccccc3nc2n1N (stereo not given) | -2.3 | -0.2 | -6.3 | -0.1
O=C(CSc1nc2ccc(NC(=O)c3ccccc3[N+](=O)[O-])cc2s1)Nc1ccccc1 | -14.5 | -0.4 | -5.0 | 1.0
CS(=O)(=O)c1ccccc1C(=O)NCCc1ccc(Cl)cc1Cl | -8.3 | 0.1 | 2.7 | 1.5
Cc1cc(NCc2cccc(C(F)(F)F)c2)nc(N2CCN(Cc3ccc4c(c3)OCO4)CC2)n1 | 11.1 | 0.4 | 20.4 | 0.6
CCC(NC(=O)/C(=C/c1ccc(Cl)cc1)NC(=O)c1ccccc1)C(=O)O (stereo not given) | -4.0 | -0.1 | 2.8 | 1.1
CCCNC(=O)c1ccc2c(c1)N(Cc1ccccc1)C(=O)c1ccccc1S2=O (stereo not given) | -12.1 | 0.8 | 7.4 | -1.4
Cc1ccc(C)c(Cc2c(C)nc3c(C(=O)N4CCN(c5ccc(F)cc5)CC4)cnn3c2C)c1 | -5.5 | -0.1 | -7.6 | 0.0
COc1ccc(CNC(=O)CCSC)cc1OC | 1.5 | 0.1 | -4.8 | -0.7
Cc1ccccc1NC(=O)CN(c1cc(C(F)(F)F)ccc1Cl)S(C)(=O)=O | -11.8 | 0.5 | 4.3 | -0.1
C=CCn1c(-c2cc3ccccc3o2)n[nH]c1=S | -5.8 | -0.1 | 0.1 | -0.5
CN1C(=O)[C@H]2CN(C(=O)c3ccc(OC(F)(F)F)cc3)CCN2C(=O)[C@@H]1Cc1ccccc1 | -2.2 | -0.2 | -2.1 | 0.3
O=C(O)C1C(C(=O)Nc2cccc(Cl)c2)C2C=CC1C21CC1 (stereo not given) | -6.5 | -0.1 | -5.2 | -1.3
Cc1sc2nc(C3CC3)n3c(=O)n(CC(=O)N4CCCCC4)nc3c2c1C | -15.5 | 0.9 | 18.6 | 1.1
CCc1noc(C)c1C(=O)N1CC(=O)N(c2ccc(OC)cc2)C2(CCCC2)C1 | 1.5 | 0.0 | -2.0 | 0.4
COc1ccc2c(C)cc(SCC(=O)Nc3cccc(C(=O)O)c3)nc2c1 | -2.6 | -0.1 | -4.4 | 1.4
O=C(NC(=S)NC1CCS(=O)(=O)C1)c1ccccc1Br (stereo not given) | 6.4 | 0.1 | -6.8 | -1.4
COc1ccc(-c2[nH]ncc2-c2ccncc2)cc1 | 7.9 | -0.2 | -8.2 | 0.6
CC1=C(C(=O)OCC2CCCO2)C(c2ccc([N+](=O)[O-])cc2)NC(=O)N1 (stereo not given) | 3.2 | -0.1 | -0.8 | 0.0
Cn1/c(=N/N=C/c2ccc(N3CCOCC3)cc2)sc2ccccc21 | 6.3 | 0.0 | 2.2 | 0.6
Cc1ccc(C(=O)Nc2cc3ccccc3cc2NC(=O)c2ccc(C)cc2)cc1 | -2.8 | 1.1 | -1.9 | -1.6

Screens: PubChem BioAssay, The Scripps Research Institute Molecular Screening Center
